Assay outcomes deposited in PubChem by MTDP.
RNase H inhibition = RNase H inhibition, HIV 1 Gag Pol polyprotein, FRET biochemical assay, screening (AID 372) | 100,000 compounds, 0.77% hits | HIV-1 RT RNase H, FRET RNA/DNA substrate fluorescence; higher % means a stronger effect | inhibition, % at 10 µM; hits with a dose series show IC50 in µM; in the data active means inhibition above about 50%
Active calls of the source: *.

SMILES	RNase H inhibition
O=[N+]([O-])c1ccccc1C=NN1CCN(c2ccccn2)CC1	2%
O=C(Nc1nc2ccccc2s1)c1ccncc1	16%
C(=N\N(c1ccccc1)c1ccccc1)/c1ccncc1	38%
Cc1ccc(O)c(C2=NOC(O)(C(F)(F)F)C2)c1 (stereo not given)	18%
COc1ccc(Cc2cnc(NC(=O)c3ccc(C)cc3)s2)cc1	0%
CCOc1ccc2nc(SCC(=O)Nc3ccc(CC)cc3)sc2c1	11%
O=C1NC(=S)S/C1=C\c1ccccc1Br	0%
COC(=O)CN(C(C)=O)C(c1ccccc1)c1cc(Br)ccc1NC(=O)c1ccccc1Cl (stereo not given)	11%
COc1cc(NC(=O)COc2ccc(Cl)cc2Cl)c2ncccc2c1	0%
CCCOc1c(Br)cc(C2C3=C(CC(C)(C)CC3=O)NC3=C2C(=O)CC(C)(C)C3)cc1OC	9%
COC(=O)C1=C(C)NC2=C(C(=O)CC(C)(C)C2)C1c1cccc2ccccc12 (stereo not given)	10%
C/C(=N\NC(=O)CN1CCOCC1)C(C)(C)C	0%
CN1C(=O)/C(=N/OC(=O)c2ccc(Br)cc2)c2ccccc21	9%
Cc1ccc(NC(=O)CN(c2ccc(Oc3ccccc3)cc2)S(C)(=O)=O)cc1	23%
O=C(c1ccc(Cl)c(Cl)c1)N1CCN(c2cccc(Cl)c2)CC1	15%
O=C(O)c1ccccc1SC1CC(=O)N(c2ccc(F)cc2)C1=O (stereo not given)	9%
CC(C)(C)c1ccc(C(=O)NC2CCS(=O)(=O)C2)cc1 (stereo not given)	0%
Cc1c(NC(NC(=O)COc2ccccc2)C(Cl)(Cl)Cl)c(=O)n(-c2ccccc2)n1C (stereo not given)	0%
CNC(=O)c1ccc(CN2CCC(Cc3ccccc3)CC2)cc1	5%
CCOC(=O)c1ccc(NC(=O)CN(c2ccccc2CC)S(C)(=O)=O)cc1	16%
CCOC(=O)c1c(NC(=O)C(C)Oc2ccc(OC)cc2)sc2c1CCC2 (stereo not given)	6%
Cc1ccc(C(=O)Nc2nc(-c3cccc4ccccc34)cs2)o1	0%
O=C(Nc1ccc(O)cc1)c1cccc(Oc2ccc([N+](=O)[O-])cc2)c1	11%
CCCn1c(=O)c(C(=O)NNC(=O)c2ccccc2[N+](=O)[O-])c(O)c2ccccc21	1%

3 entries already listed, sorted by molar mass, falling.
SMILES	RNase H inhibition
CCCn1c(=O)c(C(=O)NNC(=O)c2ccccc2[N+](=O)[O-])c(O)c2ccccc21	1%
O=C(c1ccc(Cl)c(Cl)c1)N1CCN(c2cccc(Cl)c2)CC1	15%
O=C(Nc1ccc(O)cc1)c1cccc(Oc2ccc([N+](=O)[O-])cc2)c1	11%

Further entries follow.
SMILES	RNase H inhibition
Brc1cccc(C=NN2CCN(C3c4ccccc4-c4ccccc43)CC2)c1	10%
O=C(CCc1ccccc1)N/N=C/c1ccc(F)cc1	0%
COc1ccc(C(=O)Nc2cc(-c3nc4ncccc4o3)ccc2C)cc1Br	11%
CCOC(=O)c1ccccc1NC(=O)Cc1ccccc1[N+](=O)[O-]	10%
CC(C)(C)OC(=O)NNC1=CC(=O)CC(c2ccccc2)C1 (stereo not given)	0%
COc1ccccc1CN1CCN(C(=O)c2cccc(F)c2)CC1	12%
O=c1c(-c2cccs2)[n+]([O-])c2ccccc2n1O	0%
C/C(=N/NC(=O)CNC(=O)c1ccc2c(c1)OCO2)c1ccccc1	17%
COc1cccc(OCCn2cc(C=C3C(=O)NC(=O)NC3=O)c3ccccc32)c1	12%
COc1ccccc1NC(=O)c1ccc2c(c1)C(=O)N(c1ccc(C)cc1)C2=O	17%
Cc1c(Cl)cccc1-n1ncnc1-c1cccc(Br)c1	22%
Cc1ccccc1N(CC(=O)N1CCCCCC1)S(C)(=O)=O	12%
Cc1cccc(NC2=NS(=O)(=O)c3ccccc32)c1	3%
CCOC(=O)c1cccc(NC(=O)C(CC)c2ccccc2)c1 (stereo not given)	25%
CCOC(=O)NC12CC3CC(C1)CC(C(F)(F)F)(C3)C2	0%
Cc1ccc2nc(Nc3nc(O)c(Cc4ccccc4)c(=O)[nH]3)nc(C)c2c1	3%
C=COCCn1c(-c2nonc2N)nc2ccccc21	17%
Cc1ccc(S(=O)(=O)Oc2ccc(/C=C3\SC(=S)NC3=O)cc2)cc1	29%
Cc1cc(C=C2C(=O)c3ccccc3C2=O)c(C)n1-c1ccccc1F	10%
CCc1cccc(C)c1NC(=O)c1ccccc1C	5%
CCCCc1ccc(C2C(C#N)=C(N)SC(N)=C2C#N)s1	26%
Cc1nc2ccccc2c(=O)n1/N=C/c1ccccc1F	23%
C#CCOc1c(Br)cc(C=O)cc1OC	0%
CCOC(=O)/C(=C(/C)NCc1ccccc1)c1c(O)cc(Br)c(O)c1Br	20%

The final 2 records of the section above are carried over, then new ones follow.
SMILES	RNase H inhibition
C#CCOc1c(Br)cc(C=O)cc1OC	0%
CCOC(=O)/C(=C(/C)NCc1ccccc1)c1c(O)cc(Br)c(O)c1Br	20%
CC(=O)c1c(-c2ccccc2)[nH]n(-c2nc3ccccc3s2)c1=O	0%
C#CCSc1nc2sc(C)c(C)c2c(=O)n1CC=C	12%
Cc1ccc(N=Cc2ccc(O)cc2O)cc1F	22%
CC(=O)NC(NC(=S)N1CCCCCC1)C(Cl)(Cl)Cl (stereo not given)	3%
CCN1C(=O)/C(=C\c2cc(I)c(OS(=O)(=O)c3ccc(C)cc3)c(OC)c2)SC1=S	14%
O=C(c1ccccc1I)N1CCN(c2ccc(F)cc2)CC1	3%
O=C1C(Cl)=C(N2CCOCC2)C(=O)N1c1ccc(Cl)c(Cl)c1	3%
CN(C)c1ccc(/C=N/N2C(=O)c3cccc4cccc(c34)C2=O)cc1	0%
Cc1cc(/C=C(/C#N)C(=O)NCc2ccccc2)c(C)n1-c1sc2c(c1C#N)CCCC2	0%
CC(=O)Nc1ccc(-c2nc3ccc(-c4ccc5nc(-c6ccc(NC(C)=O)cc6)oc(=O)c5c4)cc3c(=O)o2)cc1	23%
Cc1cccc(NC(=O)C2CN(S(=O)(=O)c3ccccc3)CCN2S(=O)(=O)c2ccccc2)c1 (stereo not given)	14%
O=C(CSc1nnc(-c2ccc(Cl)cc2)n1-c1ccccc1)N/N=C/c1ccc(O)cc1	23%
CCc1ccc(OCCCCCCN2CCOCC2)cc1	8%
CCOC(=O)c1c(NC(=O)c2ccc(Cl)cc2)sc(C(=O)N2CCCCCC2)c1C	0%
COC(=O)c1ccc(NC(=O)c2cccc([N+](=O)[O-])c2C)cc1	1%
O=C(Nc1ccccc1-c1ccccc1)c1ccc([N+](=O)[O-])cc1	7%
CCOC(=O)C1=C(CC)NC2=C(C(=O)CCC2)C1c1ccc(Cl)c(Cl)c1 (stereo not given)	9%
COc1cc(C=Nc2cccc(Cl)c2C)ccc1OC(C)=O	11%
COC(=O)c1cc(NS(=O)(=O)c2ccc(NCc3cccnc3)c(N)c2)cc(C(=O)OC)c1	9%
CCOC(=O)C1=C(C)N=c2s/c(=C/c3ccc(-c4ccc([N+](=O)[O-])cc4)o3)c(=O)n2C1c1ccccc1OC (stereo not given)	15%
CCn1c2ccccc2c2cc(C=Nc3cccc([N+](=O)[O-])c3C)ccc21	4%
O=C(Nc1ccc(F)c(Cl)c1)Nc1ccc(Cl)c(Cl)c1	0%
O=[N+]([O-])c1ccc(O)c(C=Nc2ccc(Br)c(Cl)c2)c1	3%
Cc1ccc(OCc2nnc(NC(=O)C3CCCCC3)s2)cc1	11%
CCCN(CCC)CCCNC(=O)/C=N\O	6%
Cc1ccccc1NCC(=O)N/N=C\c1ccc(C(=O)O)cc1	15%
N#C/C(=C/c1ccco1)c1nc(-c2cc3c(ccc4ccccc43)oc2=O)cs1	0%
O=C(O)c1ccccc1-c1ccccc1C(=O)N(Cc1ccccc1)c1ccccc1	1%
Cc1ccc(C=Nc2ccccc2C(=O)Nc2ccccc2)cc1	13%
COC(=O)c1ccccc1NC(=O)c1cc([N+](=O)[O-])ccc1Cl	6%
CC1=CC(C)C2(COC(c3ccc[n+](C)c3)OC2)C(C)C1 (stereo not given)	0%
CN(CCN(C)/N=C/c1cc([N+](=O)[O-])ccc1O)/N=C/c1cc([N+](=O)[O-])ccc1O	0%
O=C(Nc1ccc(N2CCOCC2)c(Cl)c1)c1ccc(Br)o1	16%
CCCC(=O)c1ccc(N2CCN(C(=O)c3ccc(F)cc3)CC2)c(F)c1	9%
CC(=O)c1ccc(N2CCN(Cc3cc(C(C)(C)C)c(O)c(C(C)(C)C)c3)CC2)cc1	4%
CC(=O)Nc1ccc(-c2cc(NC(C)=O)n(C)n2)cc1	15%
CCOc1ccc2c(c1)NC(C)(C)c1ssc(=Nc3cccc(F)c3)c1-2	22%
O=C(NNC(=O)c1cccc(Cl)c1)c1ccc(F)cc1	0%
O=C(N/N=C\c1cccc2ccccc12)C1CC(=O)N(c2ccc(F)cc2)C1 (stereo not given)	5%
O=C(c1nn2c(c1Cl)NC(c1cccs1)CC2C(F)(F)F)N1CCN(c2ccc(F)cc2)CC1 (stereo not given)	8%
Cc1ccc2oc(-c3cccc(NS(=O)(=O)c4ccccc4)c3C)nc2c1	12%
O=[N+]([O-])c1ccc(OCC(O)CN2CCCCC2)cc1 (stereo not given)	9%
COc1ccc(C(=O)NC(=S)Nc2cccc(-c3nc4cc(C)ccc4o3)c2)cc1Cl	35%
Cc1cc(I)ccc1NC(=O)Nc1cccc2ccccc12	1%
O=c1c(=Nc2nn[nH]n2)c(=O)c2ccccc12	5%
CCOCCOC(=O)C1=C(C)NC2=C(C(=O)CCC2)C1c1coc2ccc(C)cc2c1=O (stereo not given)	0%
COc1ccc(C(=O)Nc2ccc(Cl)c(-c3nc4cc(C)c(C)cc4o3)c2)cc1[N+](=O)[O-]	36%
CCCOC(=O)c1ccc(NC(=O)c2ccccc2C)cc1	19%
CCOc1ccc(C2N(Cc3ccccc3)CCN2Cc2ccccc2)cc1	0%
COC(=O)C1CCN(S(=O)(=O)c2ccc(OC)cc2)CC1	13%
CCN1C(=O)/C(=C\c2cc(C)n(-c3ccc(Cl)cc3)c2C)SC1=S	8%
Cn1c(/C=C/c2ccccc2Cl)c([N+](=O)[O-])c(=O)n(C)c1=O	7%
Cc1cccc(NC(=O)c2ccc(C)cc2Cl)c1	7%
COc1ccc(OC)c(C2=C/C(=C/c3ccc([N+](=O)[O-])o3)C(=O)O2)c1	12%
CC(=O)N/N=C/c1ccc(-c2ccc([N+](=O)[O-])cc2Br)o1	13%
CC(C)(C)c1ccc(OCCOCCN2CCCC2)cc1	2%
O=c1nc(-c2ccccc2)c2cc(SC(F)(F)F)ccc2[nH]1	3%
CCOc1ccc(C(=O)NC(=S)Nc2ccc(-c3nc4ccc(C)cc4o3)cc2)cc1Cl	56%*
CONC(=O)c1ccc(C(=O)c2c(C)cc(C)cc2C)cc1	6%
N#CC1=C(N)Oc2cc(N)ccc2C1c1ccc(F)c(F)c1 (stereo not given)	20%

Taken from above:
Reading for `COC(=O)C1CCN(S(=O)(=O)c2ccc(OC)cc2)CC1` in RNase H inhibition: 13%
Reading for `CCOc1ccc(C2N(Cc3ccccc3)CCN2Cc2ccccc2)cc1` in RNase H inhibition: 0%
Reading for `CC(C)(C)c1ccc(OCCOCCN2CCCC2)cc1` in RNase H inhibition: 2%
Reading for `Cc1cccc(NC(=O)c2ccc(C)cc2Cl)c1` in RNase H inhibition: 7%
Reading for `CCN1C(=O)/C(=C\c2cc(C)n(-c3ccc(Cl)cc3)c2C)SC1=S` in RNase H inhibition: 8%

A different layout for some results above.
CCN1C(=O)/C(=C\c2cc(C)n(-c3ccc(Cl)cc3)c2C)SC1=S
  RNase H inhibition = 8%
Cn1c(/C=C/c2ccccc2Cl)c([N+](=O)[O-])c(=O)n(C)c1=O
  RNase H inhibition = 7%
Cc1cccc(NC(=O)c2ccc(C)cc2Cl)c1
  RNase H inhibition = 7%
COc1ccc(OC)c(C2=C/C(=C/c3ccc([N+](=O)[O-])o3)C(=O)O2)c1
  RNase H inhibition = 12%

New compounds follow.
SMILES	RNase H inhibition
Clc1ccc2nc(N/N=C/c3ccc4c(c3)OCO4)[nH]c2c1	25%
CCc1ccc(C(=O)CC2(O)C(=O)Nc3ccccc32)cc1 (stereo not given)	0%
Cc1ccsc1/C=C1/SC(=S)N(CCCCCC(=O)O)C1=O	23%
O=C(NC(=S)Nc1ccc(NC(=O)c2cccs2)cc1)c1cccc(F)c1	8%
Cc1cc(C)cc(N2C(=O)NC(=O)/C(=C\c3ccc(Br)cc3)C2=O)c1	10%
Cc1cc(S(=O)(=O)Oc2c(Cl)cc(Cl)c3cccnc23)ccc1Cl	38%
Cc1ccc(C(=O)c2cccc(NC(=O)c3ccccc3Br)c2)cc1C	10%
Cc1onc(-c2ccccc2)c1C(=O)N1CCC(Cc2ccccc2)CC1	30%
COc1cc(NC(=O)c2cc(-c3cccs3)nc3ccccc23)c(OC)cc1Cl	17%
O=C(COc1ccc(Cl)cc1Br)NCc1ccco1	3%
COc1ccc(N=Cc2c(C(F)(F)F)[nH]n(-c3ccc([N+](=O)[O-])cc3)c2=O)cc1	7%
Cc1ccc(C(=O)Nc2c(C(C)C)cccc2C(C)C)cc1	8%
CC(/C=N/NC(=O)c1c[nH]c2ccccc12)c1ccccc1 (stereo not given)	12%
O=S(=O)(c1cc(Cl)c(Cl)cc1Cl)n1nnc2ccccc21	19%
COc1cc(C=O)ccc1OCCOCCOc1cc(C)ccc1Cl	1%
COc1ccccc1C(=O)Nc1ccc(C(C)C)cc1	10%
CCc1ccc(/C=C2\C(=O)NN(c3ccccc3)C2=O)cc1	8%
Cn1c(=O)c2nc3ccc(N)cc3nc2n(C)c1=O	0%
Cc1nc2ccccn2c1-c1csc(Nc2ncccn2)n1	8%

An excerpt; rates above refer to the full screens.
